IDE inh: inhibits human insulin-degrading enzyme in HEK cells | inhibition, % at 5.59 µM | FAbetaB cleavage, fluorescence polarization | 320,000 tested, 0.41% active;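 active = percent inhibition above the average of all tested compounds plus 3 SD, set per screening campaign, cut at about 16% in these data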;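 also: IDE supplied by intact live HEK cells; FP after avidin binding of uncleaved biotin substrate so inhibition keeps polarization high; 0% = DMSO wells and 100% = 60 µM reference IDE inhibitor Ii1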
Target sequence (P14735 whole entry, looked up): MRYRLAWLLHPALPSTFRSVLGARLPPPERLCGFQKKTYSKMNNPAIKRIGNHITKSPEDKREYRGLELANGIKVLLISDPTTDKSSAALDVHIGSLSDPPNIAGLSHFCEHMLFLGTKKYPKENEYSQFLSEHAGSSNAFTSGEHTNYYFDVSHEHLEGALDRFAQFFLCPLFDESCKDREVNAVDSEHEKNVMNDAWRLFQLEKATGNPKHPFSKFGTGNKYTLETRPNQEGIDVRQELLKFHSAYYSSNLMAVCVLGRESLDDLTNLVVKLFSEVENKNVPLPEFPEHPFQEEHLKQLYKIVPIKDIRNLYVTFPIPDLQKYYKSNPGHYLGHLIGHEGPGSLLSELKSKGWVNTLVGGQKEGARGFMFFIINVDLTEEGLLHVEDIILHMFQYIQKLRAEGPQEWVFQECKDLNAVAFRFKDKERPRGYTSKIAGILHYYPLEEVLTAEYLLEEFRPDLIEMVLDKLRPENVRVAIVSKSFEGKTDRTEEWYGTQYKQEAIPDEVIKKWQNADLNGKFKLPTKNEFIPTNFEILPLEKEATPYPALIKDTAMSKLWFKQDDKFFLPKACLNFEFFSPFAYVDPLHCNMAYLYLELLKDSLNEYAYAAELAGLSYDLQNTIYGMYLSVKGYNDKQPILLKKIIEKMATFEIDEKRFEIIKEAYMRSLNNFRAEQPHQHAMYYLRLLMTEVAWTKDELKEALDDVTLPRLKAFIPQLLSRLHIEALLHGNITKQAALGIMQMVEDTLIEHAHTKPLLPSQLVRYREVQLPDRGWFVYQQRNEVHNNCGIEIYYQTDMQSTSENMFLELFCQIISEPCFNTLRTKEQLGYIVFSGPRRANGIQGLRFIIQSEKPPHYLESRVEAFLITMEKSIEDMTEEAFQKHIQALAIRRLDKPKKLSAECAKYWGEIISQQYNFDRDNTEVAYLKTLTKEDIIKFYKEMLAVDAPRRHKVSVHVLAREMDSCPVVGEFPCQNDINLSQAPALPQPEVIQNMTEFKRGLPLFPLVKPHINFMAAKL
IDE cell activ: boosts human insulin-degrading enzyme activity in HEK cells; P14735; AID 493087; activation, % at 5.96 µM; 340,000 tested, 0.073% active; FAbeta-B cleavage, fluorescence polarization; 0% vehicle, 100% cell-free pure enzyme wells;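 active = activation above the mean of all tested compounds plus 3 SD, set per screening campaign, cut at about 17% in these data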
The depositor's hits bear a star. Only part of the results is shown. The share of hits here may be higher or lower than overall.

IDE inh,IDE cell activ,SMILES
-2,2,COc1ccc(CNC(=O)C2(CC3CC(c4ccccc4)=NO3)CCN(C(=O)C3(C)CC3)CC2)cc1 (stereo not given)
-2,3,COc1ccc(NC(=O)CN(C)C(=O)c2cc(S(=O)(=O)N3CCCCCC3)ccc2OC)cc1
2,3,CCOc1ccc(S(=O)(=O)NCCC(=O)NCc2ccccn2)cc1
0,4,CC1(C)CC[C@]2(C(=O)O[C@@H]3O[C@H](CO)[C@@H](O)[C@H](O)[C@H]3O)CC[C@]3(C)C(=CCC4[C@@]5(C)CC[C@H](O[C@@H]6O[C@H](C(=O)O)[C@@H](O[C@H]7OC[C@@H](O)[C@@H](O)[C@@H]7O)[C@H](O)[C@H]6O)C(C)(C)C5CC[C@]43C)[C@@H]2C1 (stereo not given in full)
9,1,O=S(=O)(O)c1cc(O)ccc1O
1,2,Cc1c(Cl)cccc1NC(=O)CNC(=O)c1cn(-c2ccccc2)nc1-c1cccnc1
0,5,Cc1ccc(Cl)c(NC(=O)COC(=O)c2cc[n+]([O-])cc2)c1Cl
5,10,O=C(CN1C(=O)NC(Cc2c[nH]c3ccccc23)C1=O)Nc1ccc(F)cc1F (stereo not given)
5,4,CC(Sc1nnc(C2CC2)n1C1CC1)C(=O)c1ccc(F)cc1 (stereo not given)
-4,3,Cc1ccc(NC(=O)CN(C)C(=O)c2cccc(S(=O)(=O)N3CCCC3)c2)cc1
-1,2,O=C(CN1C(=O)C(=O)N(Cc2ccco2)C1=O)Nc1ccccc1
6,-2,Cc1ccc(C(=O)N2CCCC(C(F)(F)F)C2)cc1S(=O)(=O)N1CCOCC1 (stereo not given)
6,-1,COc1cc(OC)cc(C(=O)NCCS(=O)(=O)N2CCN(Cc3ccccc3)CC2)c1
-3,9,Cc1cc(NC(=O)CN2C(=O)NC(CC(C)C)C2=O)ccc1Br (stereo not given)
7,-6,NC(=O)C1CCN(c2nc(-c3cccs3)cs2)CC1
4,3,CC(C)CN(C(=O)COC(=O)Cc1ccc(Cl)cc1)c1c(N)n(Cc2ccccc2)c(=O)[nH]c1=O
-2,-3,COc1cccc(C(=O)Nc2cccc(-c3ccc(N4CCOCC4)nn3)c2)c1
-4,-3,CCc1nnc(NC(=O)c2ccc(-c3ccc(C(C)=O)cc3)o2)s1
6,-2,Cc1cc(OCC(=O)Nc2ncn[nH]2)ccc1Cl
-2,-4,Cc1ccc(OCCNC(=O)CCc2ccccc2)cc1C
0,3,Cc1ccc(S(=O)(=O)NC(C)(C)C)cc1C(=O)OC(C)C(=O)NC1CC1 (stereo not given)
0,6,COc1ccc(NC(=O)CN(C)C(=O)Cc2c[nH]c3ccccc23)cc1
-1,-1,Cc1nn(C)c(C)c1NC(=O)COc1ccc(Cl)cc1Br
-4,2,CCCCn1c(N)c(N(CCC(C)C)C(=O)COC(=O)c2sccc2C)c(=O)[nH]c1=O
1,2,Oc1ccc(C[C@@H]2CNCCN2CCc2cccc(F)c2)cc1
-3,-4,c1ccc(-c2cc3ccccc3cn2)cc1
-5,6,Cc1cccc(C(=O)NCC(=O)N2CCCCCCC2)c1
6,-3,COc1cccc(NC(=O)CN(C)C(=O)c2cc(-c3ccccc3)nc3ccccc23)c1
-3,1,Cc1ccc(NC(=O)COC(=O)CCC2CCCC2)cc1S(=O)(=O)N1CCOCC1
1,4,CSc1ncccc1C(=O)OCC(=O)NCc1ccccc1

Full records, looked up by structure. Order of screens: IDE inh	IDE cell activ
`O=C(CN1C(=O)C(=O)N(Cc2ccco2)C1=O)Nc1ccccc1` reads -1	2
`Cc1cc(OCC(=O)Nc2ncn[nH]2)ccc1Cl` reads 6	-2
`Cc1ccc(NC(=O)CN(C)C(=O)c2cccc(S(=O)(=O)N3CCCC3)c2)cc1` reads -4	3
`CC(Sc1nnc(C2CC2)n1C1CC1)C(=O)c1ccc(F)cc1` (stereo not given) reads 5	4
`Cc1ccc(OCCNC(=O)CCc2ccccc2)cc1C` reads -2	-4

Remaining list, next part.
IDE inh,IDE cell activ,SMILES
5,5,CCn1c(CCC(=O)O)nc2cc(S(=O)(=O)N3CCOCC3)ccc21
1,1,CN(C)CCn1c2c(c(SCC(=O)N3CCc4ccccc43)nc1=O)CCCC2
1,-3,CN(CC(=O)Nc1ccc(Cl)c(C(F)(F)F)c1)C(=O)C1(c2ccccc2)CC1
3,4,CCCCN(C(=O)c1cccc(S(=O)(=O)N2CCN(C)CC2)c1)c1c(N)n(CCC)c(=O)[nH]c1=O
3,5,COc1cccc(NC(=O)COC(=O)CCC2CCCC2)c1
8,0,Cc1ccc(S(=O)(=O)NCCC(=O)N2CCN(c3ccccc3)CC2)cc1C
-1,0,C[C@H](NC(=O)c1ccco1)C(=O)Nc1cc(S(=O)(=O)N2CCCC2)ccc1OCC(F)(F)F
-4,5,CON(C)S(=O)(=O)c1cccc(C(=O)N(CC(=O)Nc2ccccc2C(F)(F)F)Cc2ccco2)c1
0,2,CCN(C(=O)CN1C(=O)c2ccccc2S1(=O)=O)C1CCCCC1
-4,5,CCOC(=O)c1cc(-c2ccccc2)nn1CC1CC(c2ccc(Cl)cc2)=NO1 (stereo not given)
2,6,CCCCCCCCCCCCN1[C@@H](CC(=O)OC)c2cc(F)ccc2S1(=O)=O
-3,-3,O=C(CNC(=O)c1ccco1)NNC(=O)c1cccc(Cl)c1
-3,3,CCc1ccccc1NC(=O)CNC(=O)c1cc(C2CC2)nc2c1cnn2C(C)C
6,2,O=C(NCC(c1cccs1)N1CCOCC1)c1cn(-c2ccccc2)nc1-c1ccccc1 (stereo not given)
-2,5,COC(=O)c1c(C)[nH]c(C(=O)C(C)OC(=O)C2CC2C)c1C (stereo not given)
-1,1,CCCCN(C(=O)c1cc2c(s1)CCC2)c1c(N)n(CC(C)C)c(=O)[nH]c1=O
0,9,C=CC[C@H](CC(=O)N(CCO)Cc1ccccc1)C(=O)N[C@H](COC(=O)[C@@H](CC=C)Cc1ccc(F)cc1)Cc1c[nH]c2ccccc12
-3,0,CC(C)COc1ccc(C(=O)NNC(=O)CCC(=O)c2cccs2)cc1
-1,0,CSCCC(NC(=O)c1ccco1)C(=O)N1CCCC(C(F)(F)F)C1 (stereo not given)
-2,4,CCOC(=O)[C@H]1[C@H]2COc3ccc(C)cc3[C@@H]2N2C(=O)CN(Cc3ccco3)C(=O)[C@@]12C
-3,6,CCOC(=O)C1CCCN(C(=O)COC(=O)c2cccs2)C1 (stereo not given)
2,6,CN(C)c1ccc(-c2cc(O)c3ncccc3c2)cc1
4,-1,C=CCn1c(SCC(=O)NCC2CCCO2)nnc1-c1ccncc1 (stereo not given)
-3,7,CC1CCC2(CC1)NC(=O)N(NC(=O)c1cccc(N(C)C)c1)C2=O (stereo not given)
6,4,O=C(COC(=O)/C=C/c1ccccc1)NC1CC1
4,15,COC(=O)Cc1ccc(NC(=S)N2CCN(CCO)CC2)cc1
-5,-3,CCN1CCN(S(=O)(=O)c2ccc(Cl)c(C(=O)Nc3ccccc3N3CCCC3)c2)CC1
-1,5,CCOC(=O)[C@H]1[C@H]2COc3cc(OC)ccc3[C@@H]2N2C(=O)CN(C)C(=O)[C@@]12C
-2,6,CN(C(=O)C1CCCCC1)C1(C)CCS(=O)(=O)C1 (stereo not given)
-2,-2,Cc1ccc(S(=O)(=O)Nc2cccc(C(=O)NCCCn3ccnc3)c2)cc1F
1,-6,COC(=O)C1=C[C@@H](C(=O)OC)[C@@H]2C3=C(C(=O)[C@@]2(C)NC(=O)c2ccccc2)[C@H](C)n2c(=O)n(C)c(=O)n2[C@@H]3C1
-4,1,Cc1cccc(C(=O)NCC(=O)N2CCN(S(=O)(=O)c3ccccc3)CC2)c1
1,2,Cc1[nH]c2ccccc2c1C(=O)COC(=O)c1ccccc1O
-2,-1,Cc1ccccc1-c1nnc(SCC(=O)c2c(N)n(C3CC3)c(=O)[nH]c2=O)o1
3,-2,O=c1[nH]cc(S(=O)(=O)N2CCN(c3cccc(C(F)(F)F)c3)CC2)c(=O)[nH]1
-5,2,CCOC(=O)N1CCN(c2ccc(S(=O)(=O)N3CCC(C)CC3)cc2[N+](=O)[O-])CC1
4,-1,CCOc1ccc(NC(=O)COC(=O)CN2CCCCCC2=O)cc1
-5,1,Cc1ccc(CNC(=O)COC(=O)COc2ccc(C#N)cc2)cc1
12,-9,CCOc1ccc(C(=O)Nc2ccc(S(=O)(=O)N3C[C@@H]4C[C@@H](C3)c3cccc(=O)n3C4)cc2)cc1
-3,2,CCOc1ccccc1N1CCN(CC(=O)Nc2ccccc2C(=O)NC2CC2)CC1
-1,0,C[C@]12C=CC(=O)C=C1CC[C@@H]1C2=CC[C@]2(C)[C@@H](C(=O)CN3CCN(c4cc(N5CCCC5)nc(N5CCCC5)n4)CC3)CC[C@@H]12
-1,2,Cc1cc2occ(CC(=O)N(CC(C)C)c3c(N)n(Cc4ccccc4)c(=O)[nH]c3=O)c2cc1C
-2,3,Cc1ccc(S(=O)(=O)N2CCN(C(=O)COC(=O)Cc3ccc(Cl)cc3)CC2)c(C)c1
2,-1,Cc1cc(C)n(-c2ccc(C(=O)N3CCN(c4ccccn4)CC3)cc2)n1
5,1,COc1ccc(C(=O)NCC(C)(C)CNC(=O)c2ccc(OC)c(OC)c2)cc1OC
1,2,COc1ccc(CN(C)C(=O)Cn2cnc3c(OCc4ccccc4)ncnc32)cc1OC
0,2,Cc1ccc(COC(=O)CN2C(=O)NC3(CCCC3)C2=O)cc1
5,3,Cc1ccc(CN(C)C(=O)c2cccc(S(=O)(=O)N3CCCC3)c2)o1
0,1,CCOC(=O)[C@H]1[C@H]2COc3ccc(C)cc3[C@@H]2N2C(=O)CN(Cc3ccc(C)cc3)C(=O)[C@@]12C
0,2,CN(CC(=O)Nc1c(Cl)cccc1Cl)C(=O)c1n[nH]c2ccccc12
4,4,CCN(CC(=O)Nc1ccccc1OC)C(=O)C1CCC1
4,1,COc1ccc(C(=O)c2c3ccc(C(F)(F)F)cc3[n+]([O-])n2CCCN)cc1
-2,-6,O=C(COC(=O)Cc1ccc(S(=O)(=O)N2CCOCC2)s1)Nc1ccccc1
-6,3,Cc1ccc(C(=O)N2CCN(S(=O)(=O)c3ccc(C(C)C)cc3)CC2)s1
-1,0,CCOC(=O)C[C@H]1c2cc(F)ccc2S(=O)(=O)N1C(C)C
3,0,CC(=O)c1cccc(OC(=O)c2cc(S(=O)(=O)N3CCOCC3)ccc2N2CCCC2)c1
2,2,CCCCn1c(SCC(=O)NC(=O)Cc2ccccc2)nc2ccccc2c1=O
0,-1,COC(C/C=C/[C@@H](O)[C@H](C)OCc1ccccc1)OC
6,0,COc1ccc(NC(=O)C2CCN(C(=O)Nc3ccccc3)CC2)cc1S(=O)(=O)N(C)C
1,4,CCc1ccc([C@@H]2CC=C(C(=O)O)[C@H](c3ccccc3F)N2S(=O)(=O)c2ccc(C)cc2)cc1

Individual results from above.
In IDE cell activ, O=c1[nH]cc(S(=O)(=O)N2CCN(c3cccc(C(F)(F)F)c3)CC2)c(=O)[nH]1 is listed with -2
In IDE inh, O=C(COC(=O)Cc1ccc(S(=O)(=O)N2CCOCC2)s1)Nc1ccccc1 is listed with -2
In IDE inh, Cc1ccc(COC(=O)CN2C(=O)NC3(CCCC3)C2=O)cc1 is listed with 0

(continued)
IDE inh,IDE cell activ,SMILES
2,0,Cc1cc(C)cc(C(=O)OCC(=O)NCc2ccco2)c1
3,3,CCN(CC(=O)NC1CCS(=O)(=O)C1)C(=O)c1ccc(OC)c([N+](=O)[O-])c1 (stereo not given)
-2,5,O=C(COC(=O)COc1ccccc1[N+](=O)[O-])NC1CCCCC1
3,5,CC(C)c1ccc(NC(=O)C2C3C=CC(CC3)C2C(=O)O)cc1 (stereo not given)
12,4,COc1cccc(CNC(=O)CSCC(=O)Nc2ccc(C)cc2)c1
3,6,Cc1cc(C(=O)C(C)OC(=O)c2cnccn2)c(C)n1-c1ccccc1 (stereo not given)
7,1,O=C(Nc1cccc(S(=O)(=O)N2CCCCC2)c1)C1CCC1
-1,5,COc1ccccc1N1CC(C(=O)Nc2ccc(N3CCOCC3)cc2)CC1=O (stereo not given)
-2,2,CCc1ccccc1OCC(=O)Nc1cccc(S(=O)(=O)NC2=NCCC2)c1
1,-2,CC(OC(=O)CN1C(=O)NC2(CCCC2)C1=O)C(=O)c1ccc(C(C)(C)C)cc1 (stereo not given)
2,2,CC1CCCC(NC(=O)Cn2cc(Br)ccc2=O)C1C (stereo not given)
0,5,Cc1ccc(S(=O)(=O)N2CCN(C(=O)[C@H](Cc3ccccc3)NC(=O)c3ccco3)CC2)cc1C
12,-1,Cc1cccn2c(=O)nc(SCC(=O)N3CCC(Cc4ccccc4)CC3)nc12
0,-5,O=C(c1ccc(Br)o1)N1CC=C(c2ccccc2)CC1
5,-4,C#CCOCCOCCOCCNc1nc(N2CCN(C(=O)[C@H]([C@@H](C)CC)n3cc(CCCCN)nn3)CC2)nc(N2CCN(C(=O)[C@H](CCCCN)n3cc(CC(C)O)nn3)CC2)n1 (stereo not given in full)
-4,5,CCN(CC(=O)Nc1cc(C)on1)CC(=O)Nc1ccccc1C(F)(F)F
1,3,COc1ccc(NC(=O)CN(C)C(=O)CCCN2C(=O)c3cccc4cccc(c34)C2=O)cc1
-6,4,Cc1ccc(OCCC(=O)OC(C)C(=O)Nc2c(C)n(C)n(-c3ccccc3)c2=O)cc1 (stereo not given)
2,-1,CCCCCOc1ccc(C(=O)CCC(=O)NC(C)c2ccc(S(N)(=O)=O)cc2)cc1 (stereo not given)
1,2,CC1CC(C)CN(S(=O)(=O)c2cccc(C(=O)N3CCN(c4ccc(F)cc4)CC3)c2)C1 (stereo not given)

2 of these compounds, set out differently.
> COc1cccc(CNC(=O)CSCC(=O)Nc2ccc(C)cc2)c1
  IDE inh = 12 | IDE cell activ = 4
> CC(OC(=O)CN1C(=O)NC2(CCCC2)C1=O)C(=O)c1ccc(C(C)(C)C)cc1 (stereo not given)
  IDE inh = 1 | IDE cell activ = -2
